# M. tuberculosis: growth inhibition of non-replicating M. tuberculosis (AID 488890); Mycobacterium tuberculosis non-replicating, growth inhibition; higher % means a stronger effect; actives 0.39% (n = 320,000); inhibition, % at 25 µM; hits with a dose series show IC50 in µM; in the data active means a potency from the dose series; inconclusive means inhibition mostly from about 82% at the one dose, without a potency; inactive means the rest, 99 in 100 with inhibition below about 76%;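 further: plate controls were DMSO cells for no effect and high antibiotic wells for full effect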
# influenza NS1A: H1N1 influenza NS1A inhibitors, functional cell based assay (AID 504329) | NS1A functional cell-based assay, percent inhibition; higher % means a stronger effect | one-dose inhibition, % at 12.5 µM; IC50 in µM for titrated hits | actives 0.3% (n = 340,000); in the data active means a potency from the dose series; inconclusive means inhibition above about 27% without an active follow-up result; further: strong numbers were not always called active
# M. tuberculosis HTS: M. tuberculosis growth inhibition, HTS (AID 449762); M. tuberculosis H37Rv growth inhibition, 7H9 media; higher % means a stronger effect; inhibition, % at 25 µM; hits with a dose series show IC50 in µM; actives 0.59% (n = 330,000); in the data active means a potency from the dose series; inconclusive means inhibition above about 70% without an active follow-up result;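 further: bacterial growth assessed after seven days of incubation; strong numbers were not always called active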
# inhibitors of VEEV: inhibitors of VEEV TC-83 cytopathic effect, confirmation, Vero cells (AID 588727); Vero cells, VEEV TC-83 cytopathic effect inhibition; higher % means a stronger effect; inhibition, % at 20 µM; hits with a dose series show IC50 in µM; actives 0.13% (n = 350,000); in the data active means a potency from the dose series; inconclusive means inhibition mostly from about 14% at the one dose, without a potency; inactive means the rest, 99 in 100 with inhibition below about 12%; further: strong numbers were not always called active
# Salmonella PhoP GFP: PhoP regulon inhibitors, Salmonella typhi PhoP promoter GFP reporter, confirmatory (AID 1850). Salmonella Typhi PhoP-promoter GFP reporter, fluorescence, 4 h; higher % means a stronger effect. inhibition, % at 50 µM, or IC50 in µM where a hit was titrated. actives 0.33% (n = 310,000); in the data active means a potency from the dose series; inconclusive means inhibition mostly from about 25% at the one dose, without a potency; inactive means the rest, 99 in 100 with inhibition below about 19%;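 further: 0% = induced wells with vehicle and 100% = uninduced wells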
# inhibitors of VEEV 10K pilot screen: recorded beside inhibitors of VEEV, whose call it bears; inhibition, %; measured here: 10K pilot screen inhibition
# * = called active by the depositor; i = inactive; u = inconclusive; x = not tested or not shown.
# A first look (six entries):
SMILES,M. tuberculosis,influenza NS1A,M. tuberculosis HTS,inhibitors of VEEV,Salmonella PhoP GFP,others
COc1ccc2[nH]cc(/C=C(/C#N)S(=O)(=O)c3ccccc3)c2c1,6%,-5%,0%,i,-7%,inhibitors of VEEV 10K pilot screen=7.2
Cc1ccc(C)c(-n2c3nc(=O)n(C)c(=O)c-3cc3ccccc32)c1,12%,-18%,-2%,1.8%,3%,
Cc1ccc(Cl)cc1NC(=O)C1CCCN(S(=O)(=O)c2c(C)noc2C)C1 (stereo not given),-14%,15%,-12%,0.1%,-5%,
Cc1ccc(S(=O)(=O)NNC(=S)NCC2CCCO2)cc1 (stereo not given),-16%,-9%,1%,1.2%,7%,
CCOc1ccc(/C=N/NC(=O)c2ccc(F)cc2)cc1CN1CC2CC(C1)c1cccc(=O)n1C2 (stereo not given),48%,-11%,u,4.0%,x,
COCCn1c(SCC(=O)c2ccc3c(c2)OCCO3)nnc1C(C)C,3%,5%,-10%,0.7%,1%,

# This part in full, from the start:
SMILES,M. tuberculosis,influenza NS1A,M. tuberculosis HTS,inhibitors of VEEV,Salmonella PhoP GFP,others
COc1ccc2[nH]cc(/C=C(/C#N)S(=O)(=O)c3ccccc3)c2c1,6%,-5%,0%,i,-7%,inhibitors of VEEV 10K pilot screen=7.2
Cc1ccc(C)c(-n2c3nc(=O)n(C)c(=O)c-3cc3ccccc32)c1,12%,-18%,-2%,1.8%,3%,
Cc1ccc(Cl)cc1NC(=O)C1CCCN(S(=O)(=O)c2c(C)noc2C)C1 (stereo not given),-14%,15%,-12%,0.1%,-5%,
Cc1ccc(S(=O)(=O)NNC(=S)NCC2CCCO2)cc1 (stereo not given),-16%,-9%,1%,1.2%,7%,
CCOc1ccc(/C=N/NC(=O)c2ccc(F)cc2)cc1CN1CC2CC(C1)c1cccc(=O)n1C2 (stereo not given),48%,-11%,u,4.0%,x,
COCCn1c(SCC(=O)c2ccc3c(c2)OCCO3)nnc1C(C)C,3%,5%,-10%,0.7%,1%,
CCc1cccc(CC)c1NC(=O)COc1ccccc1C(=O)c1cc(C#N)c(=O)n(C2CCCCC2)c1,52%,-5%,6%,3.2%,-4%,
O=C(N/N=C/c1ccc2ncccc2c1)c1cccc([N+](=O)[O-])c1,0%,-2%,10%,4.2%,4%,
CC1(C)CC(c2nc(-c3ccccc3)cs2)CCS1 (stereo not given),31%,7%,10%,0.1%,-1%,
COc1cccc(-n2cc(C(=O)O)c3ccccc3c2=O)c1,-4%,-3%,-4%,0.1%,8%,
COc1ccc2c(c1)c1nc3ccccc3nc1n2CCn1c(=O)oc2ccccc21,-14%,-7%,-5%,2.1%,-24%,
CC(=O)Nc1ccc(-c2ccccc2)s1,4%,6%,5%,2.1%,2%,
Cc1ccc(NS(=O)(=O)c2cc3c4c(cccc4c2)C(=O)NC3=O)cc1,-10%,1%,-1%,1.6%,5%,
CCOC(=O)C1(CCOc2ccccc2)CCN(Cc2cc(OC)ccc2OC)CC1,19%,2%,5%,i,-1%,
O=C1C2ON(c3ccccc3)C(c3ccncc3)C2C(=O)N1c1ccccc1 (stereo not given),-3%,-1%,-2%,1.0%,-2%,
CC(=O)Nc1cc(C(N)=O)c(Cl)cc1Cl,11%,-5%,0%,2.0%,15%,
CCOP(=O)(OCC)/C(C#N)=C/c1ccc(-c2ccc(F)cc2F)o1,38%,-6%,u,2.9%,5%,
COCCCNC(=S)N(Cc1ccccc1)Cc1ccccc1,16%,-3%,-22%,i,0%,
COc1ccc(CNc2nc(NCc3ccc(OC)cc3)n(C(C)=O)n2)cc1,-24%,2%,5%,0.4%,-3%,
CN(C)c1ccc(N2C(=O)CSC2=S)cc1,10%,0%,1%,2.2%,-7%,

# Brought forward from above: 2 entries, then new ones.
SMILES,M. tuberculosis,influenza NS1A,M. tuberculosis HTS,inhibitors of VEEV,Salmonella PhoP GFP,others
COc1ccc(CNc2nc(NCc3ccc(OC)cc3)n(C(C)=O)n2)cc1,-24%,2%,5%,0.4%,-3%,
CN(C)c1ccc(N2C(=O)CSC2=S)cc1,10%,0%,1%,2.2%,-7%,
Cc1ccc(C(=O)NCC(=O)NCC(=O)OCc2ccc(F)cc2)cc1,-3%,1%,-2%,2.1%,10%,
CCOC(=O)c1c(S(=O)(=O)N2CCCC(C(=O)Nc3cccc(C)n3)C2)c(C)n(C)c1C (stereo not given),1%,4%,-4%,i,8%,
COc1cccc(C(=O)c2cc3ccc(O)cc3oc2=O)c1,11%,3%,-10%,1.4%,9%,
O=C(CN1CCC(NC(=O)C2CCCCC2)CC1)NCc1ccco1,-1%,-16%,2%,i,11%,
Cc1cc(C)cc(C(=O)N2CCC(C(N)=O)CC2)c1,-7%,-1%,-8%,1.5%,-8%,
COc1ccc(CNC(=O)C2=CCN(S(=O)(=O)c3ccc(C)cc3)CC2)cc1,-2%,3%,-4%,2.2%,5%,
Cn1c(N)c(C(=O)c2ccc(Cl)cc2)c(=O)n(C)c1=O,-10%,-5%,2%,0.8%,10%,
COc1ccc(NC(=O)/C(Cl)=C(/Cl)S(=O)Cc2ccccc2)cn1 (stereo not given),u,3%,u,i,11%,
CCCN1C(=O)/C(=C\c2nc3ccccc3c(=O)[nH]2)c2ccccc21,x,20%,x,0.8%,x,
Cc1cc(C)c(OCC(=O)Nc2ccc(S(=O)(=O)N3CCOCC3)cc2)c(C)c1,17%,-8%,-9%,2.7%,-17%,
O=C(O)c1ccccc1-c1ccccc1C(=O)NCc1cccc(C(F)(F)F)c1,2%,10%,6%,0.8%,-13%,
CN(C(=O)CCCN1C(=O)c2cccc3cccc(c23)C1=O)c1ccccc1,24%,-9%,9%,2.8%,-7%,
Cc1ccc(/C=C2/Sc3ccc(C(=O)NCc4ccccn4)cc3NC2=O)cc1,5%,-4%,7%,5.3%,-11%,
COC(=O)NNC(=S)NCc1ccccc1,-8%,0%,1%,0.8%,0%,
CC1CCN(c2c(NCc3ccc(C(=O)NCc4ccco4)cc3)c(=O)c2=O)CC1,x,2%,-6%,1.0%,-7%,
Clc1cccc(CN2CCCCCCC2)c1Cl,18%,-8%,1%,0.9%,-6%,
Cc1ccc(C)c(/C=N/NC(=S)NCCc2ccccc2)c1,-3%,3%,10%,1.8%,4%,
O=C(CS(=O)(=O)Nc1ccc(F)cc1Cl)Nc1ccc(F)cc1Cl,44%,-20%,6%,0.0%,4%,
COC(=O)C1=C(c2ccc3ccccc3c2)C[C@@H]2CC[C@H]1N2C(=O)NCCNC(C)=O,6%,-3%,-2%,1.3%,x,
CC1=C(C(=O)OC2CCCCC2)C(c2ccco2)C2=C(CC(C)(C)CC2=O)N1 (stereo not given),4%,-3%,1%,0.5%,12%,
N#CC(C#N)=NNc1ccc(-n2ccc(C(F)(F)F)n2)cc1,u,8%,28%,1.7%,-13%,
CCCCn1c(SCC(=O)N2CCCCC2)nc2cc(S(N)(=O)=O)ccc21,1%,-4%,-3%,i,4%,
CC1=C(C#N)C(NC(=O)c2cccc(Cl)c2)(C(F)(F)F)C(=O)N1 (stereo not given),29%,-6%,-7%,1.1%,0%,
CCCCn1c(=O)n(Cc2cccc(F)c2)c(=O)c2c1ncn2Cc1ccco1,15%,-13%,8%,6.5%,-7%,
CN(C)c1ccc(/C=C/C(=O)c2ccc(C(C)(C)C)cc2)cc1[N+](=O)[O-],67%,7%,29%,i,3%,
Cc1ccc(NS(=O)(=O)c2cccc(C(=O)N/N=C/c3c(C)nn(-c4ccccc4)c3N3CCCC3)c2)c(C)c1,27%,-3%,-15%,4.5%,-4%,
C=CCOc1c(CNc2ncn[nH]2)cccc1OCC,11%,-13%,-3%,i,3%,
C[C@@H]1CN([C@@H](C)CO)C(=O)c2cccc(NC(=O)Nc3ccccc3)c2O[C@H]1CN(C)C(=O)Nc1cccc2ccccc12,55%,4%,-2%,2.3%,x,
Cc1nc2sc(C(c3ccc(Cl)cc3)N3CC(C)OC(C)C3)c(O)n2n1 (stereo not given),7%,-16%,7%,0.4%,4%,
COc1ccc(NC(=O)C(C)N(c2ccc(C)cc2)S(C)(=O)=O)cc1 (stereo not given),-11%,-2%,-4%,0.7%,-10%,
O=C(c1cccs1)N1CCN(S(=O)(=O)Cc2ccccc2)CC1,-7%,4%,-7%,1.1%,-14%,
CCOC(=O)c1cc(N)cc([N+](=O)[O-])c1,10%,-4%,1%,0.4%,0%,
CC1CCCCN1C(=O)CN1CCC(c2nc3ccc(Cl)cc3[nH]2)CC1 (stereo not given),12%,-7%,4%,i,3%,
CN(C(=O)CC1C(=O)NCCN1Cc1ccc(F)cc1Cl)C1CCCCC1 (stereo not given),-8%,5%,7%,1.8%,-5%,
Cc1ccc2nc(-c3ccc(SCC(=O)Nc4nnc(C)s4)nc3)[nH]c2c1,11%,2%,8%,0.3%,-3%,
CC1(C)CC(Cc2nc(=S)[nH][nH]2)C(=O)O1 (stereo not given),-12%,0%,-2%,0.2%,-6%,
O=C(O)C1C2C=CC(C2)C1C(=O)Nc1ccc(C(=O)N2CCCCC2)cc1 (stereo not given),3%,30%,2%,0.2%,-10%,
COCCNC(=O)C(c1ccc(C)cc1)N(C(=O)CCC(=O)Nc1ccccn1)c1ccc(C)cc1 (stereo not given),-8%,4%,-2%,i,0%,
Cc1ccc2c(c1)CCCN2C(=O)c1c(C)noc1C,3%,-5%,0%,1.0%,5%,
O=c1cc(CN2CCN(S(=O)(=O)c3ccc4c(c3)OCCO4)CC2)c2ccc(O)cc2o1,3%,-5%,-6%,0.2%,13%,
COc1cc2ccccc2cc1C(=O)OCC(=O)c1c(N)n(C)c(=O)n(C)c1=O,-14%,-10%,-9%,10%,x,
COc1cc(OC)cc(C(=O)Nc2ccc(Br)cc2C(=O)c2ccccc2)c1,-8%,3%,4%,0.5%,4%,
Cc1ccccc1C(=O)NC(NCc1ccco1)C(Cl)(Cl)Cl (stereo not given),72%,4%,3%,1.3%,-11%,
O=C(Cc1cccs1)N[C@@H]1c2ccccc2CC[C@H]1OCc1ccccc1,x,-3%,x,1.1%,x,
COc1ccc(N2CC(C(=O)Nc3nnc(C4CCCCC4)s3)CC2=O)cc1 (stereo not given),8%,-4%,5%,3.5%,1%,
c1ccc2c(c1)oc1c(NCCN3CCOCC3)ncnc12,23%,-1%,11%,0.6%,-2%,
Cc1ccc2cc(CN(CCCN(C)C)C(=O)NCc3ccccc3)c(=O)[nH]c2c1C,9%,13%,1%,4.6%,-2%,
COCCCNC(=O)C1CCN(C(=O)c2oc3cc4sc(N(C)C)nc4cc3c2C)CC1,0%,0%,-6%,5.1%,7%,
CC(=O)c1ccc(NC(=O)N2CCc3ccccc3C2)cc1,-1%,-4%,5%,0.1%,3%,
C#CCSc1nc(-c2cccs2)ccc1C#N,-5%,5%,0%,0.4%,-11%,
CC(C)Cc1nc(SCC(=O)N2CCOCC2)c2c(=O)n(C)c(=O)n(C)c2n1,-1%,-10%,-6%,2.7%,-12%,
CC(=O)CN1C(=O)NC(c2ccccc2)(c2ccccc2)C1=O,-12%,0%,-1%,i,5%,
O=C(Nc1ccc(F)c(Cl)c1)c1cncs1,-2%,0%,-7%,i,22%,
COc1ccc(S(=O)(=O)N2CC(O)CC2C(=O)OCC(=O)Nc2ccc(Cl)cn2)cc1 (stereo not given),-12%,-2%,-8%,1.0%,8%,
Cc1csc(NC(=O)c2cc3ccccc3o2)n1,53%,-5%,-1%,6.5%,x,
CCCCC(=O)NC(=S)Nc1ccccc1C(=O)Nc1ccccc1,1%,-7%,-13%,0.8%,-12%,
CC(=O)Nc1cccc(N2C(=O)CC(Cc3ccccc3)C2=O)c1 (stereo not given),-4%,-5%,4%,1.2%,5%,
Cc1ccc(CSc2nc3sc(C)c(C)c3c(=O)n2Cc2ccco2)cc1,-2%,3%,-3%,i,5%,
Cc1c(C)c2ccc(OC(C)C(=O)NC3CC(C)(C)NC(C)(C)C3)cc2oc1=O (stereo not given),4%,0%,8%,0.6%,9%,
CC(=O)Nc1ccc(C)c(NC(=S)Nc2ccc(F)cc2)c1,39%,0%,0%,2.5%,-1%,
# (continued)
SMILES,M. tuberculosis,influenza NS1A,M. tuberculosis HTS,inhibitors of VEEV,Salmonella PhoP GFP,others
CCOCCCNC(=O)c1cn(CC(C)C)c(=O)c2c1c1ccccc1n2C,5%,18%,0%,2.4%,-2%,
CN1C[C@@H]2[C@@H]3C(=O)N(Cc4ccccc4)C(=O)[C@@H]3[C@](C)(C1=O)N2C(=O)c1ccc(Br)cc1,x,-1%,x,0.0%,x,
CN1CC(=O)N(CCOc2ccccc2)C1=O,-2%,4%,1%,0.3%,2%,inhibitors of VEEV 10K pilot screen=0.8
O=C(CSc1ccccc1)NCc1ccccc1,46%,-3%,5%,0.5%,6%,
CN(C)CCCN1C(=O)c2cc3ccccc3cc2C1=O,-20%,-1%,0%,0.7%,0%,

# Screens: PubChem, Southern Research Specialized Biocontainment Screening Center
